# MrgX1 PAM: human MrgX1 positive allosteric modulation, primary screen; Q96LB2; MrgX1-HEK293, Fluo-4 calcium flux, FDSS; hits give high values; B-score at 10 µM; 310,000 compounds, 0.63% hits;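 active = plate-corrected calcium response at least 3 library SD above typical, normal starting fluorescence, not activating the receptor alone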;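 note: compound read alongside a low EC10 to EC30 dose of BAM8-22 agonist; peak minus trough fluorescence over baseline measured at the second addition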
# Target sequence (Q96LB2 whole entry, looked up): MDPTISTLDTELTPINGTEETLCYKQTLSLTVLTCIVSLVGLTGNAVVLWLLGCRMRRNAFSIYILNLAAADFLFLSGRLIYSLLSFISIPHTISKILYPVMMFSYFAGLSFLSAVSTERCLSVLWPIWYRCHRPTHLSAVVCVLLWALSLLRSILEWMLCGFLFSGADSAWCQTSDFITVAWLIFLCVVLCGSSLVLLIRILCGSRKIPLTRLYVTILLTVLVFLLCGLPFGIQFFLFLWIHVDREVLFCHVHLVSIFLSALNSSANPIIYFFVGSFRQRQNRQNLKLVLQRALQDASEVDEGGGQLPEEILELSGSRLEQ
# TRPC6 inh: blocks the mouse TRPC6 cation channel | Q61143 | HEK293-TRPC6, membrane potential dye, ACh-evoked depolarization; hits give low values | B-score at 10 µM | 310,000 compounds, 1.1% hits;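 active = B-score under library mean minus 3 SD, initial fluorescence not abnormally high, positive integrated signal ratio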;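 note: B-score derived from integrated fluorescence ratio over the kinetic read; more negative B-score means stronger inhibition of depolarization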
# RGS4 act: potentiators or activators of RGS4; HEK293 M3R/inducible RGS4, carbachol calcium flux Fluo4; hits give low values; B-score at 10 µM; 310,000 compounds, 0.92% hits;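 active = B-score of the integrated calcium signal more than 4 SD below the library mean, with starting fluorescence not abnormally high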;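 note: negative B-score means reduced calcium response which marks RGS4 activation or potentiation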
#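 System – HEK293 FlpIn-TREx cells, stable M3R, doxycycline-inducible RGS4 · Reagent – ECmax carbachol challenge · Times – compound preincubation 20 min at room temperature before agonist · Technique – Fluo4 fluorescence kinetic imaging of calcium · Measure – B score of integrated Fluo4 ratio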
# TMEM16A act: activators or potentiators of mouse TMEM16A chloride channel. 340,000 compounds, 0.3% hits. HEK293 TMEM16A/YFP-H148Q/I152L, iodide quench fluorescence; hits give low values. B-score at 10 µM. Q8BHY3;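 active = fluorescence-ratio B-score plate-corrected deviation score at least 3 library SD below zero, with starting fluorescence score within 5 deviations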;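 note: channel opened by trigger with iodide after compound preincubation; score built on the fluorescence ratio of max minus min over baseline; more negative score means more quench and so TMEM16A activation or potentiation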
# TMEM16A inh: mouse TMEM16A channel inhibition, primary screen | normalized B-score (activity score, 25-100; higher = stronger inhibition) at 10 µM | HEK293 TMEM16A/YFP iodide influx fluorescence, ionomycin | Q8BHY3 | 310,000 compounds, 1.2% hits;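 active = ratio plate-corrected score three or more library SD toward inhibition, starting fluorescence score within five deviations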;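 note: score derived from kinetic fluorescence span divided by baseline fluorescence per well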
# TRPC6 act: activators of mouse TRPC6 channel; Q61143; B-score at 10 µM; HEK293-TRPC6 membrane potential dye fluorescence; hits give high values; 310,000 compounds, 0.13% hits;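 active = B-score of the integrated fluorescence ratio above library mean plus 3 SD, and starting fluorescence ratio within library mean plus 5 SD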;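 note: higher score means more depolarization so channel activation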
# MrgX1 ag: agonists of human MrgX1 receptor; Q96LB2; MrgX1-HEK293 cells, Fluo-4 calcium fluorescence, agonist mode; hits give high values; B-score at 10 µM; 310,000 compounds, 0.44% hits; AID 588627;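 active = calcium response B-score plate-corrected fluorescence ratio at least 3 library SD, with starting fluorescence B-score inside 5 SD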
#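 Material: HEK293 cells stably expressing human MrgX1 receptor | Quantity: 15,000 cells per well | Times: Cells plated overnight, dye loaded 0.5 h 37 °C, 0.5 h room temperature | Measured by: Kinetic Fluo-4 NW fluorescence of intracellular calcium | Control set: Positive and negative controls per plate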
# SKKanGAS inh: inhibitors of SKKanGAS S. pyogenes growth in kanamycin (SK-promoter or general growth effect); 300,000 compounds, 1.3% hits; BacTiter-Glo, 6 h; AID 1662; inhibition, % at 7.5 µM;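 active = mean replicate score, as percent of positive control median, at least 50; inconclusive = mean below 50 but one replicate at or above 50; inactive = mean and every replicate below 50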;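 note: strain carries kanamycin resistance gene driven by streptokinase promoter and grows in 40 µg/ml kanamycin; loss of luminescence reflects streptokinase promoter inhibition or plain growth inhibition; 0% = median of DMSO wells and 100% = positive control at its reference dose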
# MrgX1 antag: blocks BAM8-22 activation of human MrgX1 receptor; MRGX1-HEK293 calcium flux, Fluo-4, BAM8-22 antagonism; hits give low values; B-score at 10 µM; 310,000 compounds, 1.3% hits; AID 588676;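 active = calcium-response B-score plate-corrected more than 3 library SD below zero, starting fluorescence within 5 deviations, no agonist response on first addition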;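 note: peak minus trough fluorescence over baseline after final BAM8-22 challenge near maximal dose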
# HDAC3 inhib: human HDAC3 inhibition; O15379; recombinant HDAC3, fluorogenic peptide/trypsin coupled, fluorescence; inhibition, % at 8.3 µM; 320,000 compounds, 0.15% hits; in the data active = inhibition above about 26%, passing the limit was not always enough; inconclusive = no clear call, values can overlap the other calls
# Target sequence (O15379 whole entry, looked up): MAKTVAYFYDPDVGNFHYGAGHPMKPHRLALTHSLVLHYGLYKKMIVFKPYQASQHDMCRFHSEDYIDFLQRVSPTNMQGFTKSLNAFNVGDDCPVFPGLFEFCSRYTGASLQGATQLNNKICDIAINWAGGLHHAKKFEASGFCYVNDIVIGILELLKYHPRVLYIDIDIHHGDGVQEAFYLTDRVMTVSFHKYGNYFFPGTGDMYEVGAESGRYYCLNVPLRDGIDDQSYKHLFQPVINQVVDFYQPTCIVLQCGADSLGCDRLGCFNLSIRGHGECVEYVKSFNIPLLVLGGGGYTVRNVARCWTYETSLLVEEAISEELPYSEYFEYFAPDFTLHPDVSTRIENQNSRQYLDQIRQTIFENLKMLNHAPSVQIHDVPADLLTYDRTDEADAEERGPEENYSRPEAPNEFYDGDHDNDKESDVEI
# RGS4 block: inhibitors of human RGS4. P49798. HEK293 M3R/RGS4 inducible, Fluo-4 calcium flux; hits give high values; triggered by carbachol at its EC20. B-score at 10 µM. 310,000 compounds, 0.45% hits. AID 463165;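 active = B-score, a plate-corrected calcium signal, over three deviations above library mean, with baseline fluorescence within five deviations of library mean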;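 note: RGS4 expression induced by doxycycline in cells with stable M3 receptor; B-score is computed from the integrated fluorescence ratio over baseline after carbachol; higher B-score means a larger calcium signal and so more RGS4 inhibition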
# Target sequence (P49798 whole entry, looked up): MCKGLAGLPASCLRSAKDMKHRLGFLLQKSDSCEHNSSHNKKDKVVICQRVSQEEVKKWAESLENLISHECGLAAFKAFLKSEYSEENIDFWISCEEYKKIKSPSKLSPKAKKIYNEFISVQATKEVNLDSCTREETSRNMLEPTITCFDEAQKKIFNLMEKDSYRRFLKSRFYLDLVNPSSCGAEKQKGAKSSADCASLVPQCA
# * hit, by the source's call; i = inactive; ? = inconclusive; · = no result given.
compound	MrgX1 PAM	HDAC3 inhib	TRPC6 inh	MrgX1 antag	RGS4 act	SKKanGAS inh	RGS4 block	TMEM16A act	TMEM16A inh	MrgX1 ag	TRPC6 act
CC(C)(C)c1ccc(OCC(=O)Nc2ccc(C(=O)Nc3ccccc3C(=O)O)cc2)cc1	i	5	i	i	i	83*	i	i	25*	i	i
COc1ccc(-c2nc(NC(=O)Cn3c(=O)oc4ccccc43)sc2C)cc1	i	5	i	i	i	5	i	i	i	i	i
O=c1[nH]n2c(C(F)(F)F)cc(C3CC3)nc2c1N=Nc1ccccc1	i	4	i	i	i	-3	i	i	i	i	i
Cc1c(S(=O)(=O)NC2CCCCC2)c(=O)n(C)c(=O)n1C	i	-5	i	i	i	-15	i	i	i	i	i
COc1ncccc1-c1nnn(-c2ccc(F)cc2)n1	i	-1	i	i	i	-1	i	i	i	i	i
COc1ccc(NC(=O)COc2ccc(C(=O)NC3CCCc4ccccc43)cc2OC)cc1 (stereo not drawn)	i	-2	i	i	i	1	i	i	i	i	i
CN(Cc1ccccc1)Cc1c[nH]c2ccccc12	i	0	i	i	i	-3	i	i	i	i	i
COc1ccc(C)cc1NC(=O)C(Sc1nnc(Nc2cc(C)ccc2OC)s1)c1ccccc1 (stereo not drawn)	i	7	i	i	i	22	i	i	i	i	i
Nc1ccc(N2CCN(c3ccc(F)cc3)CC2)cc1	i	0	i	i	i	1	i	i	i	i	i
COc1ccc(C(=O)Nc2ccc(NC(=O)c3ccccc3F)cn2)cc1	i	-6	i	i	i	-2	i	i	i	i	i
COc1ccccc1C(=O)NNC(=O)c1ccc(C)cc1	i	1	i	i	i	-2	i	i	i	i	i
CCN(CC)Cc1c(C(=O)N/N=C/c2cccs2)nnn1-c1nonc1N	i	4	i	i	i	0	i	i	i	i	i
Cc1cc(C(=O)N/N=C/c2cccnc2)c(C)o1	i	1	i	i	i	0	i	i	i	i	i
Cc1ccc(N2C(=O)/C(=C/c3ccco3)SC2=S)cc1	i	-5	i	i	i	-7	i	i	i	i	i
COc1ccc(N(C(=O)Cn2nnc(-c3ccc(Cl)cc3)n2)C(C(=O)NCC2CCCO2)c2ccncc2)cc1 (stereo not drawn)	i	-6	i	i	i	-3	i	i	i	i	i

# Reprinted from the part before: 2 compounds, then new ones.
compound	MrgX1 PAM	HDAC3 inhib	TRPC6 inh	MrgX1 antag	RGS4 act	SKKanGAS inh	RGS4 block	TMEM16A act	TMEM16A inh	MrgX1 ag	TRPC6 act
Cc1ccc(N2C(=O)/C(=C/c3ccco3)SC2=S)cc1	i	-5	i	i	i	-7	i	i	i	i	i
COc1ccc(N(C(=O)Cn2nnc(-c3ccc(Cl)cc3)n2)C(C(=O)NCC2CCCO2)c2ccncc2)cc1 (stereo not drawn)	i	-6	i	i	i	-3	i	i	i	i	i
N#Cc1ccccc1COC(=O)c1cc(=O)c2ccccc2o1	i	2	i	i	i	-2	i	i	i	i	i
Nc1nnc(CSCc2ccccc2Cl)s1	i	-2	i	i	i	21	i	i	i	i	i
COC(=O)c1c(C(=O)OC)c2ccncn2c1Cl	i	-2	i	i	i	-2	i	i	i	i	i
OC(COC(c1ccccc1)c1ccccc1)CN1CCc2ccccc2C1 (stereo not drawn)	i	1	i	i	i	-4	i	i	i	i	i
CC1(C)Cc2cccc(OCC(=O)N3CCN(c4ccc(F)cc4)CC3)c2O1	i	0	i	i	i	-6	i	i	i	i	i
Cc1ccc(NS(=O)(=O)c2ccc3c(c2)NC(=O)CCS3)c(Cl)c1	i	17	i	i	i	-1	i	i	i	i	i
O=C(CNc1cccc2ccccc12)N/N=C/c1cccc(Oc2ccccc2)c1	i	-11	i	i	i	40	i	i	i	i	i
COc1ccc(-c2nn(CCC#N)cc2/C=N/O)cc1OC	i	11	i	i	i	2	i	i	i	i	i
Cc1ccc(Cl)cc1N1CCN(CC(O)COCc2ccco2)CC1 (stereo not drawn)	i	5	i	i	i	-1	i	i	i	i	i
CC(N=Cc1cccc(O)c1O)c1ccccc1 (stereo not drawn)	i	4	i	i	i	9	i	i	i	i	i
COc1ccc(OC)c(S(=O)(=O)Nc2ccccc2C(=O)O)c1	i	-4	i	i	i	-4	i	i	i	i	i
Cc1ccc2nc(NC(=O)CCNS(=O)(=O)c3ccc(Br)s3)sc2c1	i	14	i	i	i	13	i	i	i	i	i
CCN(CC)CCn1c2c(c(SCC(=O)Nc3nc4ccccc4s3)nc1=O)CCCC2	i	?	i	i	i	-13	i	i	i	i	i
O=C(CCc1ccccc1)Nc1ncn[nH]1	i	11	i	i	i	-5	i	i	i	i	i
O=C(Nc1ccc(Cl)c(S(=O)(=O)N2CCOCC2)c1)c1cn2ccccc2n1	i	-6	i	i	i	-1	i	i	i	i	i
O=C(c1ccc2c(c1)C(=O)N(Cc1ccco1)C2=O)N1CCOCC1	i	2	i	i	i	-3	i	i	i	i	i
CC1CCCN(C(c2cccs2)c2nnnn2Cc2ccccc2)C1 (stereo not drawn)	i	3	i	i	i	14	i	i	i	i	i
C=CCNC(=O)Cn1c(=O)c2c(ncn2CCC(C)C)n(Cc2ccccc2)c1=O	i	0	i	i	i	0	i	i	i	i	i
O=C(Cn1cc(SCc2ccc(Cl)cc2)c2ccccc21)N1CCOCC1	i	·	i	i	i	-1	i	i	i	i	i
Cc1ccc(NS(=O)(=O)c2cc(C(=O)N(C)C)ccc2C)cc1C	·	·	i	·	i	-6	i	i	·	·	i
Cc1nnc(SCc2ccccc2)n(N)c1=O	i	0	i	i	i	-7	i	i	i	i	i
OCCC1CN(Cc2cc3ccccc3o2)CCN1Cc1ccc(F)cc1 (stereo not drawn)	i	2	i	i	i	3	i	i	i	i	i
Cc1ccccc1OCCOC(=O)c1c(-c2ccccc2)noc1C	i	13	i	i	i	3	i	i	i	i	i
CCOC(=O)CCc1cnccc1-c1cccc(OC)c1O	i	-2	i	i	i	0	i	i	i	i	i
CC[n+]1oc(-c2ccccc2)cc1C	i	-3	i	i	i	-13	i	i	i	i	i
Clc1ccc(-c2nnc3ccccn23)cc1	i	-10	i	i	i	-3	i	i	i	i	i
NS(=O)(=O)c1ccc(CCNC(=O)/C=C/c2ccccc2[N+](=O)[O-])cc1	i	-1	i	i	i	-28	i	i	i	i	i
COC(=O)C(Cc1ccccc1)NC(=S)NC(=O)c1ccccc1 (stereo not drawn)	i	-1	i	i	i	-2	i	i	i	i	i
Cc1cc(Br)ccc1NC(=O)C1CSC2(C)CCC(=O)N12 (stereo not drawn)	i	-3	i	i	i	-5	i	i	i	i	i
Cc1cccc(Cc2c(C)nc3c(C(=O)N4CCN(Cc5ccc6c(c5)OCO6)CC4)cnn3c2C)c1	i	·	i	i	i	8	i	i	25*	i	i
CN(C)C(=O)COC(=O)c1ccccc1Nc1ccc(SC(F)F)cc1	i	5	i	i	i	8	i	i	i	i	i
CC(C)Cc1nnc(NC(=O)CCC(=O)Nc2ccc(F)cc2)s1	i	-4	i	i	i	2	i	i	i	i	i
CN(C)CCCN1C(=O)CSC1c1ccccc1 (stereo not drawn)	i	-2	i	i	i	2	i	i	i	i	i
CSc1cc(-c2ccccc2)n(Cc2ccc(Cl)cc2Cl)c(=O)c1C#N	i	-3	i	i	i	-7	i	i	i	i	i
CC(OC(=O)c1cc(Cl)ccc1[N+](=O)[O-])C(=O)NC(C)c1ccc(F)cc1 (stereo not drawn)	i	2	i	i	i	3	i	i	i	i	i
CCc1ccccc1NC(=O)Nc1cccs1	i	1	i	i	i	2	i	i	i	i	i
CC(=O)N(C)c1ccc(NC(=O)c2ccccc2C(=O)O)cc1	i	6	i	i	i	-10	i	i	i	i	i
O=C(NCCOc1ccc(F)cc1)C1CCC(=O)N(CC2CCCCC2)C1 (stereo not drawn)	i	?	i	i	i	10	i	i	i	i	i
O=C(CCc1nnc(C2CCCCC2)o1)N1CCN(c2ccccc2F)CC1	i	·	i	i	i	-7	i	i	i	i	i
CCOc1ccc2c(c1)c(C(C)=O)c(C)n2-c1ccccc1	i	14	i	i	i	-8	i	i	i	i	i
Cc1cccc(C(=O)Oc2ccc(/C=N/NC(=O)c3ccccc3O)cc2)c1	i	-3	i	i	i	-4	i	i	i	i	i
COC(=O)C1=C(C)NC(C)=C(C(=O)OC)C1c1ccccc1OCc1c(C)no[n+]1[O-]	i	0	·	i	·	·	·	i	i	i	·
COc1cc(CC(=O)O)ccc1O	i	1	i	i	i	-6	i	i	i	i	i
Nc1c(C(=O)O)cnc2nc(N3CCOCC3)nn12	i	-14	i	i	i	-19	i	i	i	i	i
CC1(C)C(=O)Nc2ccccc2N1C(=O)COC(=O)COc1cccc(C(F)(F)F)c1	i	0	i	i	i	-4	i	i	i	i	i
CC(=O)c1sc(-c2ccc(F)cc2F)nc1C	i	4	i	i	i	-4	i	i	i	i	i
Cc1cc(C)n2nc(C(=O)NCc3ccccc3)cc2n1	i	0	i	i	i	-1	i	i	i	i	i
O=C1NC(=Nc2ccc(O)cc2)S/C1=C/c1ccco1	i	4	i	i	i	5	i	i	i	i	i
O=C(Cc1cccc2ccccc12)Nc1cc(C(=O)O)cc(C(=O)O)c1	i	0	i	i	i	-3	i	i	i	i	i
Cc1cc(C)cc(NC(=O)N2c3ccccc3NC(=O)CC2C)c1 (stereo not drawn)	i	1	i	i	i	-11	i	i	i	i	i
CCCCOc1ccc(C(=O)N2CCCC2)cc1	i	2	i	i	i	2	i	i	i	i	i
O=C(CSc1ncnc2sc3c(c12)CCCC3)c1ccccc1	i	-11	i	i	i	21	i	-5*	i	i	i
N/C(=N\OC(=O)N1c2ccccc2Sc2ccccc21)c1ccccc1	i	5	i	i	i	-7	i	i	i	i	i
